TNAP act hiacc: increases human TNAP activity under high phosphate acceptor concentration; purified TNAP, CDP-star luminescence, 1 M DEA, 30 min; hits give high values; 0 = EDTA background, 1 = DMSO-only activity; 200,000 tested, under 10 active; P05186; activation factor at 20 µM;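 active = activation factor at least 2 at 20 µM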
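system = human TNAP | amount = enzyme diluted 1/800 final | reagent = 100 µM CDP-star substrate | signal = luminescent substrate turnover signal | dosing = one dose, 20 µM | benchmarks = EDTA negative control, DMSO positive control | measure = activation factor | timing = 30 min reaction, room temperature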
STAT3 act: increases IL-6 driven STAT3 reporter signal. U3A cells, IL-6 STAT3-luciferase reporter, luminescence; 100% = signal with IL-6 EC80 alone. activation (% of control), % at 5.6 µM. hit rate 0.91% among 190,000. AID 871;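 active = activation above the screen-wide mean of compound activation plus 3 SD, cut at about 130% in these data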;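 also: 0% = background luminescence of wells with medium and substrate only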
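System – human U3A cells carrying STAT3-luciferase construct · Probe or stimulus – Interleukin-6, 33 ng/mL · Schedule – compound 1 h, then IL-6 6 h at 37 °C · Signal – luminescence from STAT3-driven luciferase reporter · Evaluation – percent of IL-6-only median luminescence · Benchmarks – IL-6-only high control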
TR-FRET SRC-2 ct: counter-screen for PPARgamma SRC-2 recruitment agonists: TR-FRET artefact | hits give high values | TR-FRET ratio at 8 µM | hit rate 0.4% among 200,000 | AID 1049; in the data active = TR-FRET ratio above about 2000; also: inactives centre near 1500
PPARg SRC3 recr: PPARgamma-driven SRC-3 recruitment agonism; P37231; biochemical PPARgamma/SRC-3 coactivator recruitment assay; activation, % at 8 µM; hit rate 0.26% among 200,000; AID 731; in the data active = activation above about 23%;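 also: 0% = DMSO and 100% = reference agonist; some compounds past the cut are filed as inactive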
Target sequence (P37231 whole entry, looked up): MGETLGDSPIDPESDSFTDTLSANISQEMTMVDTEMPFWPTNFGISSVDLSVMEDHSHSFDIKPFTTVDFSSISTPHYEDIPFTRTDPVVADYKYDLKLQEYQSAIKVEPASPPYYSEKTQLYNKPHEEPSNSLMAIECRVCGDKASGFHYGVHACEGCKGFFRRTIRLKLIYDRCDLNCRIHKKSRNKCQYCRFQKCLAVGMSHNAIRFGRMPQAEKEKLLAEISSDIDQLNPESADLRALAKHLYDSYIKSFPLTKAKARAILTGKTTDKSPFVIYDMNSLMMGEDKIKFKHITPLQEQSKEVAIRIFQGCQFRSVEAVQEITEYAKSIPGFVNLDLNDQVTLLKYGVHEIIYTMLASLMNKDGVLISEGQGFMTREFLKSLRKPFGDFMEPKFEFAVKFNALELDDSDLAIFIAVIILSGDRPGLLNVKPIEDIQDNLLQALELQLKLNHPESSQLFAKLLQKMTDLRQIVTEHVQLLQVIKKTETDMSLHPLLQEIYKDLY
bIAP activator: increases bovine intestinal alkaline phosphatase activity; activation factor at 20 µM; hit rate 0.17% among 200,000; purified bovine IAP, CDP-star luminescence, 30 min; hits give high values; fold of DMSO-control signal, blank-subtracted; AID 1016;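 active = activation factor of 2 or more at 20 µM, a signal rise over negative controls twice the positive control's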
PPARg SRC-1 ag: PPARgamma-driven SRC-1 recruitment agonism; P37231; PPARgamma-SRC-1 coactivator recruitment biochemical assay; activation, % at 8 µM; hit rate 0.41% among 200,000; AID 631; in the data active = activation above about 19%;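 also: 0% = DMSO and 100% = reference agonist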
STAT1 inh: STAT1 signaling inhibition. hit rate 0.35% among 200,000. AID 920. inhibition, % at 5.5 µM. NIH 3T3 STAT1-luciferase reporter, IFN-gamma, luminescence;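 active = inhibition above a set limit, the mean inhibition across all tested compounds plus 3 SD, cut at about 34% in these data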;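 also: 0% = IFN-gamma with DMSO and 100% = IFN-gamma with 300 µM nifuroxazide; values of inactives mirror those of a sister screen read the other way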
PPARg SRC2 recr: promotes SRC-2 coactivator recruitment by human PPARgamma; P37231; PPARgamma LBD-SRC-2 recruitment, biochemical; hit rate 0.34% among 200,000; AID 1032; activation, % at 8 µM; in the data active = activation above about 22%;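 also: 0% = vehicle and 100% = reference agonist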
ROMK mod: human ROMK K+ channel modulation, primary screen | P48048 | Tet-inducible ROMK, thallium flux fluorescence; actives lie on both sides | B-score at 10 µM | hit rate 2% among 130,000;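 active = signal ratio slope over the read window, or its plate-corrected B-score, at least 3 SD from the plate mean, either direction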;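 also: B-score of the F/F0 ratio slope over 7 to 12 s after thallium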
Target sequence (P48048 whole entry, looked up): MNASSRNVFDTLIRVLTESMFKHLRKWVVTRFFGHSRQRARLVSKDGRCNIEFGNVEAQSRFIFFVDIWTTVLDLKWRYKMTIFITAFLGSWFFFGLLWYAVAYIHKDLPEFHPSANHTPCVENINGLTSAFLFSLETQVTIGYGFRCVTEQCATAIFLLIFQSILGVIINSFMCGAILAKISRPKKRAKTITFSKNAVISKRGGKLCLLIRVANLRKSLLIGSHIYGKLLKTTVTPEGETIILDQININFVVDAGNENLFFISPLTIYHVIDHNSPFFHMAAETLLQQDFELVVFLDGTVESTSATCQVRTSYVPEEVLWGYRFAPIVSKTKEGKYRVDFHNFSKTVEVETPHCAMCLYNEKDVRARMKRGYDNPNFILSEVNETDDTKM
STAT3 blocker: inhibitors of IL-6 induced STAT3 signaling | U3A cells, IL-6 STAT3-luciferase reporter, luminescence; host cell line lacks STAT1 | inhibition, % at 5.5 µM | hit rate 0.89% among 190,000 | AID 862;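 active = inhibition above the mean inhibition across all screened compounds plus 3 SD, cut at about 44% in these data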;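 also: 0% = DMSO only wells and 100% = 100 µM nifuroxazide control wells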
bIAP inhibitor: blocks bovine intestinal alkaline phosphatase activity. purified bovine IAP, CDP-star luminescence, 30 min. inhibition, % at 20 µM. 190,000 tested, under 10 active;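 active = over 50% inhibition of intestinal alkaline phosphatase at 20 µM in the single-dose screen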
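Incubation: 30 min reaction at room temperature / Material: purified bovine intestinal alkaline phosphatase (IAP) enzyme / Input: enzyme at 1/65,000,000 dilution / Dosing: 20 µM single dose / Signal: CDP-star luminescence signal / Reagent: CDP-star chemiluminescent phosphatase substrate, 30 µM final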
* hit, by the source's call; · = no result given.

SMILES	TNAP act hiacc	STAT3 act	TR-FRET SRC-2 ct	PPARg SRC3 recr	bIAP activator	PPARg SRC-1 ag	STAT1 inh	PPARg SRC2 recr	ROMK mod	STAT3 blocker	bIAP inhibitor
O=c1cc(N2CCCCC2)c(-c2ccccc2)nn1Cc1ccc(Cl)cc1Cl	1	100	1447	-10	0.9	-10	4	-5	·	2	14
O=C1CCCc2nc(N3CCN(C(c4ccccc4)c4ccccc4)CC3)ncc21	1	107	1361	-5	0.9	4	5	6	-0.24	-5	5
O=C(COc1ncnc2ccccc12)NC1CCS(=O)(=O)C1 (centres undefined)	1	103	1454	-7	1	0	-7	-1	·	1	-1
O=C(Nc1sc2c(c1C(=O)c1ccccc1)CCCC2)c1cccnc1	0.9	98	1710	4	1	0	3	1	-3.7*	0	-2
COC(=O)Nc1cccn(Cc2c(Cl)cccc2Cl)c1=O	1	91	1545	-10	1	3	7	7	·	17	-3
COc1ccc(N2CCN(C(=O)c3ccc(COc4ccc5c(C)cc(=O)oc5c4)cc3)CC2)cc1	1	97	1561	-3	0.9	-1	-4	-2	0.78	7	7
Cc1ccc(OCC(=O)Nc2ccc3c(c2)OC(F)(F)O3)c([N+](=O)[O-])n1	1	98	1550	-6	0.8	2	-5	0	0.42	6	18
CCSc1nnc(NC(=O)c2cccnc2Cl)s1	1	98	1591	13	1.1	-4	-10	3	1.8	6	-13
O=C(c1cc2ccccc2o1)c1nc2c(n1O)CCCCC2	1	100	1533	-14	0.8	-4	-12	5	0.59	4	19
COc1ccc(-c2c(C#N)c(N)nc3sc(C(=O)c4ccc(C)cc4)c(N)c23)cc1	1	98	1495	-2	1	4	7	-2	·	1	-2
O=C(N/N=C/c1cccnc1)c1[nH]ncc1Br	1.1	102	1341	-6	1.1	-4	-9	-1	·	1	-12
Cc1nnc(SCCCN2C(=O)c3ccccc3C2=O)o1	1	93	1530	-3	0.9	3	-1	-2	0.18	10	8
COc1ccc(/C=N/N(Cc2ccccc2)c2ccccc2)cc1O	1	122	1608	1	1	2	0	-1	-0.2	-24	2
CC1CCC2(CC1)C(Nc1cccc(Cl)c1)=NC(=S)N2CC#N (centres undefined)	1.1	121	1599	6	0.9	4	-12	2	-0.36	-22	11
CSC1=NCCN1C(=O)Cc1cccs1	1	106	1682	0	1	3	-5	-1	·	-2	-1
Cc1ccc(C(=O)NNC(=S)NC(=O)COc2ccccc2)cc1	1	105	1710	3	1	-1	-2	2	6.6*	0	-5
Clc1ss/c(=N\c2ccccn2)c1Cl	1	104	1445	-2	0.9	-2	13	3	0.17	-5	9
FC(F)(F)c1cc(N2CCOCC2)nc(-c2ccccc2)n1	0.9	92	1410	-3	1	-5	11	-14	-1.8	12	4
O=C(O)CC(C(=O)N(c1ccccc1)c1ccccc1)N1CCOCC1 (centres undefined)	1	107	1434	6	1.7	0	-2	-2	0.55	0	-73
COc1ccccc1CNC(=O)c1cnccn1	1	101	1529	2	0.9	-3	1	5	0.3	-1	10
Cc1ccc2oc(-c3cccc(NC(=O)c4ccc(Br)o4)c3)nc2c1	1.1	111	1573	10	0.6	4	-16	6	0.0024	-5	42
Nc1ccc(O)c2c(=O)cc(-c3ccccc3Cl)oc12	1	107	1496	2	0.9	8	-27	7	-0.021	-11	11
CC1=CC(=O)[C@H]2C(C)(C)CCC[C@]2(C)[C@@]1(O)CO	1	·	1550	-6	1	10	3	6	·	·	0
N/C(Cc1ccc([N+](=O)[O-])cc1)=N\OC(=O)Cc1ccccc1	1	95	1504	2	0.5	10	7	7	0.019	9	46
O=C(Nc1ccc2oc(-c3ccccc3)nc2c1)c1cc(-n2cnnc2)ccc1Cl	1	86	1501	1	1	5	-7	2	0.13	19	-4
Next structures.
SMILES	TNAP act hiacc	STAT3 act	TR-FRET SRC-2 ct	PPARg SRC3 recr	bIAP activator	PPARg SRC-1 ag	STAT1 inh	PPARg SRC2 recr	ROMK mod	STAT3 blocker	bIAP inhibitor
COC(=O)C1=NN[C@H](C(=O)OC(C)(C)C)[C@H]1c1ccccc1	1	106	1462	1	0.7	1	-3	-7	0.038	-3	25
O=C(Nc1ccccc1)N(C1=NCCC1)c1ccc(OC(F)F)cc1	1	94	1628	2	0.9	2	4	10	·	13	12
S=c1[nH]nc(-c2ccco2)n1/N=C/c1ccc(Cl)cc1	1	85	1531	5	1	3	9	0	0.76	16	5
CCN(C(=O)CSc1nnc(Nc2ccccc2)s1)C1CCS(=O)(=O)C1 (centres undefined)	1	102	1429	-4	1.2	-3	-1	-5	-1.3	8	-18
COc1cccc(/C=N/NC(=O)CN(C2=NS(=O)(=O)c3ccccc32)c2ccccc2)c1	1	96	1266	0	0.9	-2	12	-16	·	4	12
CCC(c1nnnn1CCOC)N(Cc1cc2c(C)cc(C)cc2[nH]c1=O)CC1CCCO1 (centres undefined)	1	96	1479	7	1.1	6	-5	8	·	8	-6
O=C(c1c(F)cccc1F)N1CCCC1	1.1	96	1525	3	1	-2	-3	-6	0	15	-4
COc1ccc(C(CC(=O)O)NC(=O)COc2cc(C)ccc2C)cc1OC (centres undefined)	1	88	1664	3	1	-4	-8	-4	0.068	23	4
Cc1c(-c2ccccc2)sc(Br)c1C(=O)N1CCOCC1	1	101	1658	-4	1	-2	-1	5	0.57	4	2
O=S(=O)(Nc1nc2ccccc2nc1NCc1ccco1)c1cccs1	1	99	1567	-6	0.9	6	0	2	2.3	5	8
O=C(COc1cc(F)ccc1[N+](=O)[O-])Nc1cccc(Br)c1	1	90	1552	4	0.8	-4	-33	4	0.13	17	20
N#Cc1ccccc1/C=N/Nc1nc(-c2ccccc2)c2cc(Br)ccc2n1	1	94	1533	5	0.8	4	11	8	·	18	16
COc1ccnc(CSC(N)=Nc2ccc(F)cc2)c1	1	99	1580	-6	0.9	-8	-6	-3	0.63	2	8
Clc1ccc(OCc2cc(-c3ccccc3)no2)c(Cl)c1	1	41	1731	9	0.8	-2	31	1	·	76*	20
Cc1ccc(S(=O)(=O)N2CCC(NC(=O)c3ccccc3)CC2)cc1	1	98	1536	0	1	0	-7	9	-0.8	9	-1
O=C(N/C(=C/c1cccs1)C(=O)N1CCOCC1)c1ccccc1	0.9	104	1714	5	1	4	1	12	-0.42	4	-3
CC(=O)c1cccc(NC(=O)c2cc(-c3ccc(F)cc3)on2)c1	1.1	92	1574	1	0.6	9	-10	-11	-0.036	15	38
COc1ccccc1C(c1nnnn1C(C)(C)C)N1CCN(Cc2ccncc2)CC1 (centres undefined)	1.1	99	1517	11	1	14	0	9	0.54	4	5
COc1ccccc1-n1nc(C)c(-c2ccccc2)c1N	1	96	1411	1	1	7	0	-8	-1.1	8	-4
COc1ccc(N2CCN(C(=O)CN3CCN(c4nc(-c5ccc(F)cc5)cs4)CC3)CC2)cc1	1.1	83	1319	-1	0.9	-10	16	-12	0.17	23	6
CCN1CCN(C(c2cccs2)C(C)NS(=O)(=O)c2ccc(F)cc2)CC1 (centres undefined)	1	99	1473	2	1	0	4	-2	·	0	4
O=C(COc1ccc2oc(-c3ccco3)cc(=O)c2c1)N1CCCCC1	1.1	97	1628	0	1	8	-8	3	-0.96	12	2
N#CCC(=N)N1CCN(c2cccc(Cl)c2)CC1	1	97	1487	1	0.9	-2	8	4	·	9	12
CC(C)(C)NC(=O)COC(=O)c1cc(F)c(F)cc1Cl	1	94	1538	-9	0.9	-3	-7	0	-0.02	6	9
Brc1cccc(/C=N\n2cnnc2)c1	1.1	101	1379	-3	1	2	-3	6	0.023	3	-2
Remaining list, next part
SMILES	TNAP act hiacc	STAT3 act	TR-FRET SRC-2 ct	PPARg SRC3 recr	bIAP activator	PPARg SRC-1 ag	STAT1 inh	PPARg SRC2 recr	ROMK mod	STAT3 blocker	bIAP inhibitor
O=C(Nc1ccc(Cc2ccc(NC(=O)C3CC3)c(O)c2)cc1O)C1CC1	1	97	1368	6	0.9	-3	4	-1	0.3	7	8
O=c1[nH]cnc2c1c(-c1ccccc1)cn2-c1ccc(F)cc1	1.1	99	1650	0	0.9	-7	5	1	2	2	9
Cc1cc(=O)[nH]c(N2CCCC2)n1	1	104	1436	-5	0.7	-5	1	1	0.2	4	26
Cc1ccc(Oc2ccc(Cl)cc2NC(=O)c2ccc(F)cc2F)cc1	1	112	1590	0	1	4	3	7	·	-14	-2
Cc1nnc(NC(=O)CSc2nc3ccccc3o2)s1	1	103	1716	-4	1	9	-1	8	0.34	-3	3
COc1cccc(NC(=O)C(OC(=O)c2ccc([N+](=O)[O-])o2)c2ccccc2)c1 (centres undefined)	1	99	1520	5	1.3	4	4	8	·	4	-35
COc1ccc(NC(=O)Nc2ncccc2C)cc1	1	96	1318	2	0.9	-8	-40	-8	·	9	11
COc1cc(/C=C2\C(=O)N(c3ccccc3)N=C2C)ccc1Oc1ccc([N+](=O)[O-])cc1[N+](=O)[O-]	1	99	1739	8	0.9	6	4	12	0.3	5	14
C/C(=N\NC(=S)NCc1ccccc1)c1ccccc1	1.1	94	1472	-5	1	0	-10	1	-1	6	5
CCOC(=O)C1CCC2(CC1)C(C#N)=C(N)Oc1n[nH]c(C)c12 (centres undefined)	1	105	1390	-7	1.1	0	-3	4	-0.23	-4	-15
CCOc1ccc(CN2CCN(Cc3cccc4nonc34)CC2CCO)cc1 (centres undefined)	1.1	103	1534	5	1	6	2	4	0.013	1	1
CC1=C(C(=O)OCC(Cl)(Cl)Cl)N2C(=O)C(NC(=O)Cc3ccccc3)C2SC1 (centres undefined)	1	104	1482	1	1	7	-6	5	-3.1*	2	-3
Cc1cc(C)c(C)c(S(=O)(=O)N2CCN(c3ccc(O)cc3)CC2)c1C	1	111	1413	4	1	0	3	-2	0.67	-12	3
COc1ccc(CN(C)C(=O)COC(=O)c2c(-c3ccccc3Cl)noc2C)cc1	1	102	1438	4	1.1	1	17	0	-3.2	-1	-6
CCOc1ccc(C2/C(=C(/O)c3ccccc3)C(=O)C(=O)N2CCCN(C)C)cc1OC (centres undefined)	·	105	1616	7	·	1	-2	4	0.053	-3	·
O=C(Cc1cccs1)NCc1ccco1	1	98	1329	5	0.9	-10	-6	-2	·	6	12

Grouped by structure: the entries above containing an aryl thioether with sulfur outside any ring (four)
SMILES	TNAP act hiacc	STAT3 act	TR-FRET SRC-2 ct	PPARg SRC3 recr	bIAP activator	PPARg SRC-1 ag	STAT1 inh	PPARg SRC2 recr	ROMK mod	STAT3 blocker	bIAP inhibitor
CCSc1nnc(NC(=O)c2cccnc2Cl)s1	1	98	1591	13	1.1	-4	-10	3	1.8	6	-13
Cc1nnc(SCCCN2C(=O)c3ccccc3C2=O)o1	1	93	1530	-3	0.9	3	-1	-2	0.18	10	8
CCN(C(=O)CSc1nnc(Nc2ccccc2)s1)C1CCS(=O)(=O)C1 (centres undefined)	1	102	1429	-4	1.2	-3	-1	-5	-1.3	8	-18
Cc1nnc(NC(=O)CSc2nc3ccccc3o2)s1	1	103	1716	-4	1	9	-1	8	0.34	-3	3

Bioassay records: PubChem, several laboratories

The order is random; any-hit rate near 3.7%.
